All columns: NCI-60 one-dose screen, growth in % after 48 h at 10 µM unless noted; 100 = growth as untreated, 0 = no growth, -100 = all killed.
RPMI-8226: RPMI-8226 leukemia cells; hit rate 7.5% among 77,000
MOLT-4: MOLT-4 leukemia cells | hit rate 6.9% among 80,000
MCF7: MCF7 breast cancer | hit rate 6.3% among 82,000 | AID 1794796
K-562: K-562 leukemia. hit rate 7.4% among 78,000
MDA-MB-231: MDA-MB-231 breast cancer. hit rate 5% among 81,000
MDA-MB-435: MDA-MB-435 melanoma; hit rate 7.8% among 82,000; AID 1794794
MDA-MB-468: MDA-MB-468 breast cancer; hit rate 8.5% among 78,000
SR: SR leukemia cells. hit rate 8.7% among 73,000. AID 1794780
An asterisk follows results filed as active; . = no result given. The calls were made as follows: active = growth percent below 10; inactive = the rest. The list is partial; the hit share may differ from the screen's.

[1] CC12CCC3(CCC(=O)NCCNc4ccnc5cc(Cl)ccc45)[C@@](C)(OO[C@]3(C)O1)O2
[2] CCOC(=O)C(O)(c1ccc(Cl)cc1)c1ccc(Cl)cc1
[3] C[C@@H]([C@H](O)c1ccccc1)N(C)C
[4] CCOP(=O)(CC#N)OCC
[5] CCCCC(CC)COC(=O)CCOCCN1CC1 (stereo not drawn)
[6] C[C@@H]1CN(C(=O)C(O)(c2ccccc2)c2ccccc2)[C@@H](C)CN1c1ccccn1
[7] CC(C)=CC1C(C(=O)OCCOc2ccc3c(c2)OCO3)C1(C)C (stereo not drawn)
[8] CC[C@@H](C(N)=O)N1CCCC1=O
[9] Nc1nc(=S)[nH][nH]1
[10] OC1CC2CCC(C1)N2 (stereo not drawn)
compound no.	1	2	3	4	5	6	7	8	9	10
MDA-MB-435	96	94	102	105	99	110	107	101	101	101
K-562	27	105	.	105	135	97	96	100	75	96
MOLT-4	80	107	107	104	102	94	96	112	93	96
SR	53	97	97	96	107	89	92	109	84	86
MCF7	74	98	112	95	97	101	98	98	93	96
MDA-MB-468	57	104	109	95	110	97	110	99	92	101
RPMI-8226	70	105	109	101	111	98	96	92	80	95
MDA-MB-231	83	98	103	107	133	99	99	.	105	120

Just MDA-MB-231 and MOLT-4 (2 entries from above):
| cpd | Structure | MDA-MB-231 | MOLT-4 |
| --- | --- | --- | --- |
| 10 | OC1CC2CCC(C1)N2 (stereo not drawn) | 120 | 96 |
| 3 | C[C@@H]([C@H](O)c1ccccc1)N(C)C | 103 | 107 |

Other structures
[11] C[N+](C)(C)Cc1ccc([N+](=O)[O-])cc1
[12] CCCCCCC(C)(C)c1cc(O)c2c(c1)OC(C)(C)C1CC=C(C(=O)O)CC21 (stereo not drawn)
[13] NC(N)=N/N=C/C=N/N=C(N)N
[14] CCCCCCCCOC(=O)CCN1CC1
[15] O=C1OC(c2cccnc2)=N/C1=C\c1ccc(Cl)cc1
[16] CCCCCN(CCCCC)CC(O)c1ccc(I)cc1 (stereo not drawn)
[17] CCC1(CCSC#N)C(=O)NC(=O)NC1=O
[18] Fc1ccc2c(c1)c(-c1nc(-c3c[nH]c4ncccc34)cs1)cn2CCN1CCOCC1
[19] ClCCN(Cc1ccccc1)Cc1ccccc1
[20] CCC12COC(OC1)OC2
compound no.	11	12	13	14	15	16	17	18	19	20
MDA-MB-435	117	91	113	105	94	102	106	22	108	114
K-562	94	84	133	119	111	46	87	19	89	97
MOLT-4	86	81	124	103	91	93	85	35	91	83
SR	74	89	118	101	101	66	89	40	99	92
MCF7	101	77	104	102	94	87	91	30	102	100
MDA-MB-468	112	111	103	100	88	83	107	44	93	106
RPMI-8226	112	94	129	103	74	99	106	29	100	99
MDA-MB-231	108	93	99	114	.	75	106	43	108	104

Pulled one by one from the entries so far, six records:
[16] CCCCCN(CCCCC)CC(O)c1ccc(I)cc1 (stereo not drawn)
[11] C[N+](C)(C)Cc1ccc([N+](=O)[O-])cc1
[14] CCCCCCCCOC(=O)CCN1CC1
[15] O=C1OC(c2cccnc2)=N/C1=C\c1ccc(Cl)cc1
[18] Fc1ccc2c(c1)c(-c1nc(-c3c[nH]c4ncccc34)cs1)cn2CCN1CCOCC1
[19] ClCCN(Cc1ccccc1)Cc1ccccc1
compound no.	16	11	14	15	18	19
MDA-MB-435	102	117	105	94	22	108
K-562	46	94	119	111	19	89
MOLT-4	93	86	103	91	35	91
SR	66	74	101	101	40	99
MCF7	87	101	102	94	30	102
MDA-MB-468	83	112	100	88	44	93
RPMI-8226	99	112	103	74	29	100
MDA-MB-231	75	108	114	.	43	108

Later entries
[21] CC(=O)O[C@H]1C(=O)[C@@]2(C)[C@H]([C@H](OC(=O)c3ccccc3)[C@]3(O)C[C@H](OC(=O)[C@H](OC(=O)OCC4COC(C)(C)O4)[C@@H](NC(=O)c4ccccc4)c4ccccc4)C(C)=C1C3(C)C)[C@]1(OC(C)=O)CO[C@@H]1C[C@@H]2O (stereo partly drawn)
[22] Fc1ccc(N2COOC3(CCCCCC3)OOC2)cc1
[23] CN(C)Cc1c[nH]c2ccccc12
[24] CC(C)C1c2ccc(O)cc2Oc2nc(N)c(C#N)c(N)c21 (stereo not drawn)
[25] CCCCC(CCN)(c1cccs1)c1cccs1
[26] CS(=O)(=O)c1ccc(C(=O)C2C(=O)CCCC2=O)c(Cl)c1COCC(F)(F)F
[27] C=CC(O)P(=O)(OC)OC (stereo not drawn)
[28] NCC(O)c1ccc(Cl)cc1 (stereo not drawn)
[29] C/C(=C\c1ccn(-c2ccc(N)c(F)c2)n1)[C@@H]1C[C@@H]2O[C@]2(C)CCC[C@H](C)[C@H](O)[C@@H](C)C(=O)C(C)(C)[C@@H](O)CC(=O)O1
[30] O=C1NC(=O)C(CN2C(=O)C3(c4ccccc42)[C@H](Cl)C(=O)N3c2ccccc2)C(=O)N1 (stereo partly drawn)
compound no.	21	22	23	24	25	26	27	28	29	30
MDA-MB-435	-50*	111	99	103	106	104	109	98	-41*	104
K-562	20	83	107	93	88	106	100	94	10	66
MOLT-4	36	101	93	98	97	108	81	79	6.2*	63
SR	36	103	89	97	92	107	102	89	9.1*	15
MCF7	19	97	96	124	97	95	97	83	16	18
MDA-MB-468	2.6*	.	97	90	100	100	.	96	10	-23*
RPMI-8226	13	108	105	89	100	106	105	80	8.9*	63
MDA-MB-231	40	116	103	90	103	105	125	95	20	51

[31] CC[N+]12CN3CN(CN(C3)C1)C2
[32] O=[N+]([O-])c1cc([N+](=O)[O-])c(Cl)s1
[33] CCCCn1c(=O)c(C(c2c(O)c3ccccc3oc2=O)c2cn(C)c3ccccc23)cc2cc(Cl)ccc21 (stereo not drawn)
[34] CN(C)c1ccc(N=Nc2ccc([As](=O)(O)O)cc2)cc1
[35] O=CN1N=C(c2ccc(F)cc2)CC1c1sc(N(CCCl)CCCl)nc1Cl (stereo not drawn)
[36] COC(=O)[C@@H](C)C[C@H](Cc1ccccc1)NC(=O)c1csc([C@@H](C[C@H](C(C)C)N(C)C(=O)[C@@H](NC(=O)[C@H]2CCCN2C)C2CC2)OC(C)=O)n1
[37] CCn1c2ccccc2c2cc(C(=O)c3cccc4c3CCCN4)ccc21
[38] N#CC(C#N)=Cc1cccc([N+](=O)[O-])c1
[39] O=C(NC(O)C(Cl)(Cl)Cl)c1ccccc1 (stereo not drawn)
[40] COC(=O)C1=COC(C)C2CN3CCC4(C(=O)Nc5ccccc54)C3CC12 (stereo not drawn)
compound no.	31	32	33	34	35	36	37	38	39	40
MDA-MB-435	95	.	109	119	90	-21*	98	105	.	110
K-562	109	111	96	104	73	4.0*	101	98	108	98
MOLT-4	109	.	97	90	83	12	104	100	100	97
SR	.	91	100	85	67	11	95	.	107	91
MCF7	111	85	96	86	93	22	96	98	98	102
MDA-MB-468	.	115	111	131	95	-9.2*	96	106	119	.
RPMI-8226	121	108	.	113	.	14	112	102	102	107
MDA-MB-231	107	108	108	110	87	6.6*	98	104	105	109

Structural class: those above containing a nitro group on carbon
[11] C[N+](C)(C)Cc1ccc([N+](=O)[O-])cc1
[32] O=[N+]([O-])c1cc([N+](=O)[O-])c(Cl)s1
[38] N#CC(C#N)=Cc1cccc([N+](=O)[O-])c1
compound no.	11	32	38
MDA-MB-435	117	.	105
K-562	94	111	98
MOLT-4	86	.	100
SR	74	91	.
MCF7	101	85	98
MDA-MB-468	112	115	106
RPMI-8226	112	108	102
MDA-MB-231	108	108	104

Further entries.
[41] COP(=S)(OC)Oc1ccc([N+](=O)[O-])c(Cl)c1
[42] NNC(=O)c1ccc(O)cc1
[43] CCC(CC)(C[N+](=O)[O-])C[N+](=O)[O-]
[44] Cc1cccc(OP(=S)(Oc2cccc(C)c2)Oc2cccc(C)c2)c1
[45] NC(N)=N/N=C\c1ccc2c(c1)OCO2
[46] O=Cc1cn(Cc2ccccc2)c2ccccc12
[47] COc1cc2c3c(c1OC)-c1ccncc1CC3N(C)CC2 (stereo not drawn)
[48] CC(C)(C)NC(=O)NCCN1CC1
[49] CCCCOC(=O)CC(C)SP1(=S)OCC(CC)(CC)CO1 (stereo not drawn)
[50] CCc1cc2c(cc1-c1csc(C/C(N)=N/O)n1)C(C)(C)CCC2(C)C
compound no.	41	42	43	44	45	46	47	48	49	50
MDA-MB-435	109	100	99	100	85	125	103	101	102	101
K-562	122	108	95	94	110	53	102	106	98	48
MOLT-4	78	112	94	75	112	100	107	110	98	64
SR	96	106	86	73	125	93	110	109	100	44
MCF7	94	92	100	97	90	85	92	94	103	85
MDA-MB-468	116	96	104	109	94	2.3*	95	85	109	88
RPMI-8226	81	100	101	87	.	61	93	90	96	75
MDA-MB-231	112	88	110	92	109	93	93	104	106	85

Single records, as listed above. Screens in order: MDA-MB-435	K-562	MOLT-4	SR	MCF7	MDA-MB-468	RPMI-8226	MDA-MB-231
Results for NC(N)=N/N=C\c1ccc2c(c1)OCO2 → 85	110	112	125	90	94	.	109
Results for CCc1cc2c(cc1-c1csc(C/C(N)=N/O)n1)C(C)(C)CCC2(C)C → 101	48	64	44	85	88	75	85

Carrying on.
[51] C=C(C)[C@@H]1CCC(C)=C[C@H]1c1c(O)cc(O)cc1CCCCC
[52] COc1cc(C2c3cc(O)c(OC)cc3CC3C(=O)OCC32)ccc1O (stereo not drawn)
[53] CCCCN(CCCC)CC(O)c1ccc(I)cc1 (stereo not drawn)
[54] CC1(C)N=C(N)N=C(N)N1c1ccc(CCCCc2ccc(Cl)cc2S(=O)(=O)F)c(Cl)c1
[55] CC(NC(=O)N1CC1(C)C)c1ccccc1 (stereo not drawn)
[56] CCC(COC(=O)c1cc(OC)c(OC)c(OC)c1)(c1ccccc1)N(C)C (stereo not drawn)
[57] O=C1NC(=O)C(=Cc2cn(CCCCCCn3c4ccccc4c(=O)c4ccccc43)c3ccccc23)C(=O)N1
[58] CCCCCCC(C)(C)c1cc(OC)c2c(c1)OC(C)(C)[C@@H]1CC=C(C)C[C@@H]21
[59] CCc1ccccc1[N+](=O)[O-]
[60] C[C@]12CCC3[C@@H](CC[C@@]45O[C@@H]4C(O)=C(C#N)C[C@]35C)C1CC[C@@H]2O (stereo partly drawn)
compound no.	51	52	53	54	55	56	57	58	59	60
MDA-MB-435	100	105	92	20	110	94	102	103	101	99
K-562	90	94	93	15	103	95	77	92	107	95
MOLT-4	78	94	98	29	88	92	63	91	100	86
SR	88	98	91	.	99	.	94	87	107	.
MCF7	91	100	103	13	104	.	72	94	98	.
MDA-MB-468	106	106	86	-22*	104	98	-26*	111	106	97
RPMI-8226	95	115	106	18	102	85	76	94	.	87
MDA-MB-231	81	104	82	27	100	.	69	105	97	104

[61] COc1cc(C=Nc2cc(Cl)cc(Cl)c2)ccc1N(CCCl)CCCl
[62] O=C1C2C(C(=O)[N]1[Hg][c]1cccs1)C1(Cl)C(Cl)=C(Cl)C2(Cl)C1(Cl)Cl (stereo not drawn)
[63] CCOC(=O)C(Cl)(Cl)Cl
[64] Cc1cc([N+](=O)[O-])c2ccccc2[n+]1[O-]
[65] CC1(C)N=C(N)N=C(N)N1c1ccc(CCCCc2ccc(Cl)c(S(=O)(=O)F)c2)c(Cl)c1
[66] NC(Cc1ccccc1)c1ccc2c(c1)CCC2 (stereo not drawn)
[67] CC(=O)C1CCC2C3C(N4CC4)CC4=CC(=O)CCC4(C)C3CCC12C (stereo not drawn)
[68] Cc1ccc(CN2CCC3CCC(C3)C2)c(O)c1 (stereo not drawn)
[69] O=C1C2CC=CCC2C(=O)N1SC(Cl)(Cl)Cl (stereo not drawn)
[70] CC(C)NCC(=O)c1ccc(O)c(O)c1
compound no.	61	62	63	64	65	66	67	68	69	70
MDA-MB-435	95	7.4*	109	-81*	25	94	96	.	126	103
K-562	85	-2.4*	107	-22*	9.3*	107	86	103	45	124
MOLT-4	59	3.1*	102	-25*	-33*	86	44	116	36	96
SR	41	1.7*	109	-22*	.	74	27	104	41	111
MCF7	84	-13*	101	4.4*	19	87	40	104	83	101
MDA-MB-468	36	-84*	101	-56*	6.7*	74	56	107	103	105
RPMI-8226	75	-11*	108	-42*	-24*	79	75	113	33	84
MDA-MB-231	65	-56*	110	-37*	53	79	80	115	103	77

[71] CCCCCCCCCCOC(=O)CCN1CC1
[72] CNC(=O)Oc1ccccc1-c1ccccc1
[73] CC1CCC2(OC1)OC1C(O)C3C4CCC5CC(OC6OC(CO)C(OC7OC(CO)C(O)C(OC8OCC(O)C(O)C8O)C7OC7OC(CO)C(O)C(OC8OC(CO)C(O)C(O)C8O)C7O)C(O)C6O)C(O)CC5(C)C4CCC3(C)C1C2C (stereo not drawn)
[74] C[C@]12C[C@@H](CO)[C@H](O)C[C@@H]1CC[C@@H]1[C@@H]2CC[C@@]2(C)[C@H]1CC[C@]2(C)O
[75] CS(=O)(=O)CCN1CC2CCCC(C2)C1
[76] CC1CCCC(C[N+](C)(C)C)C1=O (stereo not drawn)
[77] CCCCC1(CCC)C(=O)NC(=S)NC1=O
[78] CN(C)C1C(=O)C(C(=O)NP(=O)(NCCCO)N(CCCl)CCCl)=C(O)C2(O)C(=O)C3=C(O)c4c(O)cccc4C(C)(O)C3CC12 (stereo not drawn)
[79] NC(N)=Nc1ccccc1 (tested in a mixture with another compound)
compound no.	71	72	73	74	75	76	77	78	79
MDA-MB-435	101	99	47	100	.	106	116	143	99
K-562	112	100	-100*	105	113	88	121	103	98
MOLT-4	97	96	29	97	102	76	97	124	84
SR	99	99	9.4*	100	94	87	126	114	89
MCF7	94	106	-34*	110	92	103	96	100	98
MDA-MB-468	117	113	.	97	.	97	99	64	107
RPMI-8226	104	99	-47*	90	101	105	104	124	114
MDA-MB-231	107	114	-70*	101	105	104	113	109	112
